Assay outcomes (PubChem BioAssay)
VHR inh color – VHR1 (DUSP3) phosphatase inhibition | P51452 | recombinant VHR phosphatase, colorimetric substrate read-out | inhibition, % at 20 µM | 50,000 tested, 0.7% active; in the data active = inhibition above about 60%; also: some results filed as inactive read as strong as hits
Target sequence (P51452 whole entry, looked up): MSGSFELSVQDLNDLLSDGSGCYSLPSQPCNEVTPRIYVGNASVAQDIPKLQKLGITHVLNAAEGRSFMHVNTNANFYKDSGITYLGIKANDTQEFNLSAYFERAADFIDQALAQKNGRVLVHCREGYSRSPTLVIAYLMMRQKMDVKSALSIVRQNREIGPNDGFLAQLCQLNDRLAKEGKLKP
Active calls of the source: *.

Sample of the layout:
SMILES	VHR inh color
CCOC(=O)c1c(-c2ccccc2)oc2ccc(OC(=O)C(C)(C)C)cc12	-10
CCOc1cc(C(=O)Nc2cccc(NC(=O)c3ccco3)c2)cc(OCC)c1OCC	-4
COc1ccc(/C=C2/C=C(c3ccccc3)OC2=O)cc1	-23
O=C(Nc1ccc(S(=O)(=O)N2CCOCC2)cc1)c1ccccc1Cl	11

All compounds of this part, from the start:
SMILES	VHR inh color
CCOC(=O)c1c(-c2ccccc2)oc2ccc(OC(=O)C(C)(C)C)cc12	-10
CCOc1cc(C(=O)Nc2cccc(NC(=O)c3ccco3)c2)cc(OCC)c1OCC	-4
COc1ccc(/C=C2/C=C(c3ccccc3)OC2=O)cc1	-23
O=C(Nc1ccc(S(=O)(=O)N2CCOCC2)cc1)c1ccccc1Cl	11
CC(C)CN1C(=O)/C(=C/c2ccc(F)cc2)SC1=S	-2
O=C(Nc1cc(Oc2ccccc2)cc([N+](=O)[O-])c1)c1ccco1	-6
CCC(C)c1ccc(NC(=O)c2cc(Br)ccc2OC)c(O)c1 (centres undefined)	-17
COc1ccc2c(c1)-c1c(ssc1=S)C(C)(C)N2C(=O)c1ccc(OC)c(OC)c1	4
CCOc1ccc2c(C)cc(=O)oc2c1I	-11
COc1cc(NC(=O)c2c(-c3ccccc3Cl)noc2C)c(OC)cc1Cl	-3
CC1=C(C(=O)Nc2cccc(C)c2)C(c2ccc(O)cc2)NC(=O)N1 (centres undefined)	-7
CCOCCOC(=O)c1ccc(NC(=O)COc2ccc(C)cc2C(C)(C)C)cc1	-10
COc1ccc(C2Nc3ccccc3C(=O)N2Cc2ccccc2)cc1Cn1nc(C)c(Br)c1C (centres undefined)	15
O=C(CN1C2=NCCN2c2ccccc21)c1ccc(Br)s1	-12
O=C(/C=C/c1cccc([N+](=O)[O-])c1)Nc1cc(Cl)ccc1Cl	-24
COc1ccc(NC(=O)Cc2cccc3c(S(=O)O)cccc23)cc1	-19
CCOC(=O)c1c(-c2ccccc2)csc1NC(=O)C(C)C	2
COc1ccc(OC)c(/C=C2/SC(=S)N(CNc3cccc(Cl)c3)C2=O)c1	-12
Cc1ccsc1/C=C1\SC(=S)N(c2ccccc2)C1=O	-13
Brc1ccccc1OCCCCCCN1CCOCC1	-3
COC(=O)c1sccc1NC(=O)/C=C/c1cccs1	-24
Cc1cccc(NC(=O)CCC(=O)N/N=C/c2ccncc2)c1	-8
CC(C)c1ccc(NC2=NS(=O)(=O)c3cc([N+](=O)[O-])ccc32)cc1	-13
COC(=O)C1=C(O)/C(=C/c2cc(C)n(-c3ccccc3C(F)(F)F)c2C)N=C1C	1
COCCCNC(=O)COc1ccc(Br)c(C)c1	-15
O=C(CCN1C(=O)S/C(=C\c2ccc(Cl)cc2)C1=O)Nc1ccccc1	-2
COc1cc(C=Nc2ccc(Cl)c([N+](=O)[O-])c2)ccc1OC(C)=O	0
CCN(CC)S(=O)(=O)c1ccc(NC(=O)CCc2ccccc2)cc1	3
CC(=O)c1cccc(N=Cc2cc(Br)cc(Br)c2O)c1	-24
c1ccc(-n2nnnc2SCc2cccc(CSc3nnnn3-c3ccccc3)n2)cc1	12

SMILES	VHR inh color
NS(=O)(=O)c1ccc(N/C=C/C(=O)c2ccco2)cc1	-5
Nc1ccc2nc(-c3cccc(Cl)c3)oc2c1	-18
CC(C)(C)c1ccc(S(=O)(=O)Nc2ccc(Cl)cc2)cc1	-16
CC(=O)Nc1ccccc1NC(=O)c1ccccc1Cl	-11
CCC(c1ccccc1)c1nnc(NC(=O)Nc2cccc(Cl)c2)s1 (centres undefined)	-13
CC1=C(C(=O)OCCc2ccccc2)C(c2cc([N+](=O)[O-])ccc2Cl)CC(=O)N1 (centres undefined)	-14
COc1ccccc1C(=O)N1CCN(C(=O)COc2ccc(Cl)cc2)CC1	-1
COc1ccc(C2Nc3ccccc3C(=O)N2Cc2ccco2)cc1COc1ccc(NC(C)=O)cc1 (centres undefined)	4
CC(C)Oc1ccc(/C=C(/NC(=O)c2ccccc2)C(=O)Nc2ccccc2)cc1	-6
Cc1cc(=O)n(-c2ccc([N+](=O)[O-])cc2)[nH]1	5
CCN(CC)CCCCOc1ccc(OC)cc1	-6
COc1ccc(C(=O)Nc2ccc(S(N)(=O)=O)cc2)cc1[N+](=O)[O-]	-6
O=C(/C=C/c1cccc([N+](=O)[O-])c1)NCCCn1ccnc1	-26
CC1=CC(C)(C)N(C(N)=S)c2cc(C)ccc21	-17
COc1ccc(/C(N)=N/OC(=O)c2ccccc2I)cc1	-18
O=C(Nc1ccccc1[N+](=O)[O-])c1ccc(Br)o1	-4
Cc1cc(C(F)(F)F)nn1CC(=O)Nc1sc2c(c1C(N)=O)CCC(C)C2 (centres undefined)	-8
CCC(C)NC(=O)CN(c1ccc(Oc2ccccc2)cc1)S(C)(=O)=O (centres undefined)	20
COc1ccccc1/C=C1\C(=O)NC(=S)N(c2ccc(Br)cc2)C1=O	-9
C(=N\c1nc2ccccc2n1CCN1CCOCC1)/c1cccs1	-13
Cc1ccc[n+](CC(=O)c2ccc(N3C(=O)c4ccccc4C3=O)cc2)c1	3
NC(=O)C1C(=O)Oc2ccccc2C1=O (centres undefined)	-14
O=C1c2ccccc2NC(c2ccc(F)cc2)N1c1ccccc1 (centres undefined)	-41
CCOC(=O)c1sc2c(c1NC(=O)c1ccc3c(c1)OCCO3)CCCC2	-23
COc1ccc(S(=O)(=O)N(CC(=O)N[C@@H]2CCCC[C@H]2O)c2ccc(C)cc2)cc1OC	-2
O=C(N/N=C/c1ccco1)c1ccccn1	-12
O=C(Nc1ccc(Cl)cc1Cl)c1ccccc1F	1
CC(C)Oc1ccc2c(-c3ccccc3)cc(=O)oc2c1	0
C(#CCSc1nc2ccccc2[nH]1)CSc1nc2ccccc2[nH]1	-1
COc1ccc(OC)c(/C=N/NC(=O)Cn2cnc3ccccc32)c1	3

4 of these compounds in another layout.
SMILES: O=C(N/N=C/c1ccco1)c1ccccn1
  VHR inh color = -12
SMILES: Cc1cc(C(F)(F)F)nn1CC(=O)Nc1sc2c(c1C(N)=O)CCC(C)C2 (centres undefined)
  VHR inh color = -8
SMILES: CCC(C)NC(=O)CN(c1ccc(Oc2ccccc2)cc1)S(C)(=O)=O (centres undefined)
  VHR inh color = 20
SMILES: CC1=C(C(=O)OCCc2ccccc2)C(c2cc([N+](=O)[O-])ccc2Cl)CC(=O)N1 (centres undefined)
  VHR inh color = -14

(continued)
SMILES	VHR inh color
COCCOC(=O)c1c(C)oc2ccc(OCC(=O)c3ccc(Br)cc3)cc12	-17
CC(=O)C1=C(O)C(=O)N(CCN2CCNCC2)C1c1ccc(C)cc1 (centres undefined)	-10
Cc1c(C(=O)NN)c2cc(O)ccc2n1CCO	5
O=C(c1cc(Cl)ccc1Cl)N1CCN(c2ccccc2)CC1	-18
O=C(Nc1ccc(OC(F)(F)F)cc1)c1cccc(Br)c1	3
COc1ccc(/C=C2\SC(N3CCCC3)=NC2=O)cc1OC	20
O=C1NC(=O)/C(=C/c2ccc3c(c2)OCO3)S1	-14
O=C(Nc1nncs1)c1sc2ccccc2c1Cl	-79
O=C(Oc1ccc(Cl)cc1)c1cccs1	-42
COC(=O)c1ccc(C(=O)OC)c(NC(=O)c2c(OC)cccc2OC)c1	12
COc1cccc(C(O)c2nc3ccccc3n2C(C)C)c1 (centres undefined)	-10
N#C/C(=C\C=C\c1ccccc1)C(=O)NCC1CCCO1 (centres undefined)	10
Cc1ccc(Cl)cc1NS(=O)(=O)c1ccc(Cl)cc1	-18
O=C(Nc1nc(-c2ccccc2)cs1)Nc1cccc2ccccc12	-16
O=C(Nc1c[nH]c(=O)[nH]c1=O)c1ccc(Cl)c(Cl)c1	3
CCC(C)NC(=O)NS(=O)(=O)c1ccccc1Cl (centres undefined)	-19
CCOC(=O)c1c(-c2ccccc2)oc2ccc(OCC(=O)N(CC)CC)cc12	-27
COc1cc(/C=C2/C(=O)NN(c3ccc(Cl)cc3)C2=O)ccc1O	-85
CCCn1c(=O)c(C(=O)Nc2cccc(C)c2)c(O)c2ccccc21	-10
CCC(C)c1ccc(NC(=O)C2C3C=CC(C3)C2C(=O)O)cc1 (centres undefined)	0
COc1ccc(C(=O)Oc2ccc(C(=S)N3CCC(C)CC3)cc2OC)cc1	-6
CC1S/C(=N/N=C/c2cccc(Br)c2)NC1=O (centres undefined)	3
CCOC(=O)Cc1csc(NC(=O)c2cccc(F)c2)n1	-10
CC(=O)Nc1cccc(/C(C)=N/N=C2/NC(=O)C(CC(=O)Nc3ccc(Cl)cc3Cl)S2)c1 (centres undefined)	-2
COc1ccccc1OCCOc1ccc(Br)cc1/C=C1/SC(=S)N(C)C1=O	5
CC1=C(C#N)c2nc(N)c(C#N)c(C)c2/C1=C/c1ccc(-c2ccc([N+](=O)[O-])cc2)o1	0
CCOc1cc(C(=O)Nc2ccc(Br)cc2F)cc(OCC)c1OCC	-12
CCOC(=O)C1=C(O)/C(=C/c2ccco2)SC1=Nc1ccc([N+](=O)[O-])cc1	-2
CCOc1cc(OCC)cc(C(=O)Nc2cc([N+](=O)[O-])ccc2Cl)c1	-11
O=C(Oc1ccc(/C=N/NC(=O)C2COc3ccccc3O2)cc1)c1cccnc1 (centres undefined)	-17

4 entries already listed, ordered by SMILES length, lowest first.
SMILES	VHR inh color
O=C1NC(=O)/C(=C/c2ccc3c(c2)OCO3)S1	-14
Cc1ccc(Cl)cc1NS(=O)(=O)c1ccc(Cl)cc1	-18
COc1ccc(/C=C2\SC(N3CCCC3)=NC2=O)cc1OC	20
COc1ccccc1OCCOc1ccc(Br)cc1/C=C1/SC(=S)N(C)C1=O	5

Carrying on:
SMILES	VHR inh color
CSc1ccc(S(=O)(=O)N(CC(=O)NC2CCCCC2)c2ccc(C)cc2)cc1	-4
O=c1c2ccccc2nc(/C=C/c2ccc(Cl)cc2)n1-c1ccccc1O	4
CCOC(=O)c1ccc(NC(=O)CCN2C(=O)S/C(=C\c3ccccc3OC)C2=O)cc1	-12
CCCOc1ccc(/C=N/Nc2nc(C)cc(-c3ccccc3)n2)c(O)c1	-37
CN1C(=O)/C(=C/c2ccc(-c3ccc([N+](=O)[O-])cc3)o2)SC1=S	8
CCCOc1cccc(-c2nc3ccc(Cl)cc3c(=O)o2)c1	29
CCC1C(=O)N(c2nc(-c3ccc(I)cc3)cs2)N=C1C (centres undefined)	-4
Cc1cccc(OCC(=O)NC(C)c2ccccc2)c1 (centres undefined)	-20
N/C(=N\OC(=O)c1ccc(Br)cc1)c1ccccn1	-14
COc1cc(-c2nc3sc4c(c3c(=O)[nH]2)CCCC4)ccc1OCC(=O)O	8
COc1ccccc1-n1cnc2nc[nH]c(=O)c21	3
O=C1NC(=O)c2c1cc1ccccc1c2-c1ccccc1	-10
O=C(Nc1ccc([N+](=O)[O-])cc1)C1C(c2ccccc2)C1(Cl)Cl (centres undefined)	-13
COc1ccc(N2C(=O)NC(=O)/C(=C\c3cc(Cl)c(OC)c(Cl)c3)C2=O)cc1	1
CCOc1cc(OCC)cc(C(=O)Nc2ccc3oc(-c4ccc(OC)cc4)nc3c2)c1	6
COc1ccc(N(CC(=O)Nc2ccc(C(C)C)cc2)S(=O)(=O)c2ccccc2)cc1Cl	-8
C=C1c2cc(OC)ccc2NC(=O)N1CC	-14
O=c1c2c(nc3cc(-c4cccc(F)c4)[nH]n13)CCCC2	-16
CCOc1ccccc1N1CCN(C(=O)CCc2ccccc2)CC1	-9
CCC1(CCC(C)C)C(=O)NC(=O)N(C(=O)c2ccc(F)cc2)C1=O (centres undefined)	-5
CCc1ccccc1NC(=O)CN(c1ccc(C)c(Cl)c1)S(C)(=O)=O	10
COc1ccc(C(=O)N2CCN(Cc3cccc(C)c3)CC2)cc1OC	-9
CSc1ccc(S(=O)(=O)NCc2ccccc2C)cc1	-6
O=C(CSCC(=O)Nc1ccc2ccccc2c1)Nc1ccc(F)cc1	9
CC1=NOC(=O)/C1=C\c1ccc(OCc2ccc(Cl)cc2)cc1	1
O=C(COC(=O)c1ccccc1C(F)(F)F)c1ccc(-c2ccccc2)cc1	-35
Cc1c(NC(=O)Cc2ccccc2)c(=O)n(-c2ccccc2)n1C	-33
CCOc1ccc(C(=O)Nc2cc(-c3nc4ccccc4s3)ccc2Cl)cc1Cl	-8
NC(=O)C1CCN(C(=O)c2ccccc2Br)CC1	-19
CCC(=O)Nc1ccc(NC(=O)COc2cc(C)ccc2C(C)C)cc1	2

Reprinted at random: two compounds from above
SMILES	VHR inh color
CCC1C(=O)N(c2nc(-c3ccc(I)cc3)cs2)N=C1C (centres undefined)	-4
Cc1c(NC(=O)Cc2ccccc2)c(=O)n(-c2ccccc2)n1C	-33

Next part.
SMILES	VHR inh color
O=C1CC(c2ccccc2)CC2=C1C(c1c(F)cccc1Cl)Nc1ccccc1N2 (centres undefined)	115*
O=C(NC12CC3CC(CC(C3)C1)C2)c1ccccc1I	-6
COC(=O)c1c(NC(=O)CCc2ccccc2)sc2c1CCC(C)C2 (centres undefined)	-2
CC(=O)/C(CN1CCCCC1)=N/O	-3
CCOC(=O)C1=C(C)N(CCOC)C(=O)/C1=C\c1ccccc1F	0
CC1=C(C)CC(C(=O)NCCc2ccccc2)C(C(=O)O)C1 (centres undefined)	-4
COc1ccc(OC)c(N(CC(=O)N(Cc2ccccc2)Cc2ccccc2)S(C)(=O)=O)c1	-14
C=CCn1cc(C)c(=O)n(CC(C)C)c1=O	13
COc1cc(NC(=O)COc2ccccc2Cl)cc(OC)c1	0
COc1ccc(C(=O)CC2(C(F)(F)F)NCCN2)cc1	-3
O=S(=O)(NNc1nc(-c2ccccc2)c2cc(Cl)ccc2n1)c1ccccc1	6
CCN(CC)CC(O)COc1ccccc1C(=O)CCc1ccccc1 (centres undefined)	-27

Only part of the results is shown. The share of hits here may be higher or lower than overall.
